AmpC inh detg – inhibitors of E. coli AmpC beta-lactamase with detergent | AmpC hydrolysis of nitrocefin, absorbance 480 nm, 0.01% Triton | Potency, µM (series often up to 114 µM), for the others: top-dose activity change, negative = inhibition, hits mostly inhibitors | 0.041% of 370,000 active | P00811;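 further: potency means the concentration at half of the fitted maximal effect; 0% = no-compound wells and -100% = no-enzyme wells; nearly all actives have a fitted effect of over 25% in size; some results filed as inactive show a strong effect at the top dose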
Target sequence (P00811 whole entry, looked up): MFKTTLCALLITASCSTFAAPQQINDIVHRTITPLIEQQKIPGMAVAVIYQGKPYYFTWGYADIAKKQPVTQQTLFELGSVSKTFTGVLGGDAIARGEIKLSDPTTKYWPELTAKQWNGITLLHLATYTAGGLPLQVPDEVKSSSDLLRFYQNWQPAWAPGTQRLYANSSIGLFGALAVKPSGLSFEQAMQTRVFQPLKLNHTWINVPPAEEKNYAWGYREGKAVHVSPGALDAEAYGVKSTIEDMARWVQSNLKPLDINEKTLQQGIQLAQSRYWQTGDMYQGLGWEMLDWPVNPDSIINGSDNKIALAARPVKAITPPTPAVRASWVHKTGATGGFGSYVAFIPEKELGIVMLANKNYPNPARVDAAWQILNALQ
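AmpC (5.3 nM in the dispensed reagent) in 20 mM phosphate pH 7.0 with 0.01% (detergent screen) or 0.0001% Triton X-100 was preincubated with compounds for 15 min at room temperature. Nitrocefin was then added from an 800 uM solution, and hydrolysis was followed at 480 nm.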
Giardia FBPA inh – Giardia lamblia aldolase inhibition | 0.71% of 290,000 active | purified Giardia FBPA | Potency, µM (titrated, usually from 59.6 µM), for the others: at the top dose activity, negative = inhibition, actives largely listed as inhibitors; further: potency means the concentration at half of the fitted maximal effect; nearly all actives have a fitted effect of over 55% in size
Target sequence (A8B2U2 whole entry, looked up): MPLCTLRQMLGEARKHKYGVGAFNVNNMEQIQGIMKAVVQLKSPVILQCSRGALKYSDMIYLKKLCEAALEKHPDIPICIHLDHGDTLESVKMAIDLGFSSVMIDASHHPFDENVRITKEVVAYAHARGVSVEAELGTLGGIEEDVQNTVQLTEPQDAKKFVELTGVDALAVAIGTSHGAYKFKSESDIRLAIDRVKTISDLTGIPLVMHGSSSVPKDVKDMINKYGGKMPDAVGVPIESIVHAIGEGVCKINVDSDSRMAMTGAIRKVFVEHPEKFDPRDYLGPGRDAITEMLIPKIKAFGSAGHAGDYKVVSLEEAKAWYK
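40 nM FBPA preincubated 10 min at RT with compound (up to 57.5 uM final), then substrate plus GAPDH/TPI/NAD/arsenate coupling and diaphorase/resazurin added. Fluorescence read after 20 min at RT, 525/598 nm.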
Sm TGR inh – S. mansoni TGR enzyme inhibition | purified TGR, DTNB reduction, TNB absorbance 405 nm | Q962Y6 | 3% of 360,000 active | Potency, µM (highest dose often 114 µM), without a hit: top-dose activity change, negative = inhibition, hits mostly inhibitors; further: potency means the concentration at half of the fitted maximal effect; nearly all actives have a fitted effect of over 60% in size
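First, TGR (20 nM dispensed) and NADPH were mixed with compound. Second, a 15 min room-temperature incubation followed. Third, further NADPH and then DTNB were added to start the reaction. Finally, TNB absorbance was monitored kinetically.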
HCV inh – inhibitors of hepatitis C virus infection; AID 651820; Huh7.5.1 HCVcc-Cre infection, luciferase reporter, 44 h; Potency, µM (titrated, usually from 41.8 µM), without a hit: at the highest dose activity change, negative = inhibition, usual class: inhibitors; 3.4% of 340,000 active; further: potency means the concentration at half of the fitted maximal effect
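Infectious HCV cell culture screen: compound-treated cells (1,000/well, pre-plated 4 h) are infected with HCVcc-Cre at roughly 0.5 moi and grown 44 h. Infection is quantified by luciferase signal after 15 min substrate incubation at room temperature.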
HCMV antiviral – blocks human cytomegalovirus replication. activity change, negative = inhibition, % at 57.5 µM. HFF cells, HCMV-luciferase reporter, 72 h; hits give low values. 4.5% of 410,000 active; in the data active means activity change below about -60%; inconclusive means no clear call, values can overlap the other calls; inactive means above about -39%
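After 16 h attachment at 37C, HFF cells received test compound and HCMV-luciferase (1 PFU/cell); reporter luminescence read 72 h later, data normalized against buffer-only and known inhibitor Salinomycin.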
AMA1-RON2 inh – disrupts binding of P. falciparum AMA1 to RON2; AlphaScreen AMA1-biotinylated RON2 peptide binding; Potency, µM (top dose mostly 58.2 µM), for inactives: at the top dose activity change, negative = inhibition, hits mostly inhibitors; 0.2% of 360,000 active;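 further: potency means the concentration at half of the fitted maximal effect; 0% = vehicle wells and -100% = peptide control; nearly all actives have a fitted effect of over 45% in size; some results filed as inactive show a strong effect at the top dose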
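AMA1 (3D7) with his tag at 25 nM final met compounds first, then biotinylated RON2 peptide at 25 nM; detection used donor plus acceptor beads, 10 µg/mL apiece, read by AlphaScreen after 30 min at room temperature.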
An asterisk follows results filed as active; ? = inconclusive; / = no result given; [ ] = dose if it differs, or a comment. Unless noted, the call rests on the fitted dose curve; in most records, active means well fitted curve in the direction sought with a large enough effect; inconclusive means small, poorly fitted or top-dose-only effect, or another doubt; inactive means no such curve, though single readings can be large; an effect the other way counts as inactive or inconclusive. Unless noted, on the % scale 0 is the no-effect control and ±100 the full control effect.

Molecule	AMA1-RON2 inh	HCV inh	Giardia FBPA inh	Sm TGR inh	HCMV antiviral	AmpC inh detg
CCOC(=O)/C(C#N)=C1/C=CN(C)C=N1	-17%	18%	-1%	0%	-21	-1%
O=C(NCCCn1ccnc1)C(=O)NCc1ccc(Cl)cc1	-17%	13%	-3%	0%	17	-7%
Cn1cnnc1SCC(=O)NC1CCCN(Cc2ccc(Cl)cc2)C1 (stereo unspecified)	5%	-25%	10%	-32%	-11	1%
CCC(C)(C(=O)NC1CCCCC1)N(Cc1ccco1)C(=O)Cc1cccs1 (stereo unspecified)	1%	-28%	2%	-27%	-21	-8%
O=C(C[n+]1ccccc1)N/N=C/c1ccc(O)cc1	-18%	-2%	0%	20%	6	0%
Cc1[nH]c2ccccc2c1C(=O)C(=O)NCCC1=CCCCC1	-5%	0%	-1%	-13%	?	-15%
C=CCSc1nc(=O)n2cccc(C)c2n1	-4%	?	3%	2%	-20	?
Cc1ccn2cc(C(=O)Nc3nnc(C)s3)nc2c1	54%[activator]	3%	18%	1%	19	-16%
CC1=NN(c2ccccc2)C(=O)C1C(=O)c1ccccc1 (stereo unspecified)	-1%	-2%	6%	-26%	3	?
Oc1ccccc1C1Nc2cccc3cccc(c23)N1	-4%	8%	-30%	18µM*	-16	9%
COc1ccc(S(=O)(=O)Nc2cccc(-c3ccc(N4CCCCC4)nn3)c2)cc1F	/	/	/	4%	-10	7%
COc1ccc(NC(=O)N2CCNC(=O)C2CC(=O)Nc2ccc(F)cc2)cc1 (stereo unspecified)	15%	38%[activator]	/	-5%	2	-11%
CN1CCc2cc3c(cc2[C@H]1[C@@H]1OC(=O)c2c1ccc1c2OCO1)OCO3	-1%	2%	/	-8%	34	-16%
COc1cc2nc3occc3c(OC)c2cc1OC	3%	?	0%	0%	-72*	-4%
COc1ccc(N=Nc2ccc3ccccc3c2)c(O)c1	?	-11%	-1%	9%	1	-15%
Cc1ccc(-c2nnc(Nc3ccc(F)cc3)c3ccccc23)cc1S(=O)(=O)NC(C)C	/	/	/	10%	-14	4%
O=C(Cn1c(C(=O)N2CCc3ccccc3C2)cc2sccc21)c1ccccc1	-21%	1%	-1%	0%	-12	-11%
O=C(Cn1c(=O)n(-c2ccccc2)c(=O)c2ccc(C(=O)NCc3ccc4c(c3)OCO4)cc21)Nc1ccc(Br)cc1F	/	/	/	9%	-4	0%
Cc1ccc(C(=O)COC(=O)c2ccc(Br)o2)cc1C	0%	-14%	-4%	-11%	-8	?
O=C(Nc1nc(-c2cccc(Br)c2)cs1)Oc1ccccc1	-5%	-14%	0%	5%	21	7%
COc1ccccc1OC(=O)Nc1ccc(Cl)cc1	-3%	2%	11%	?	-6	-18%
O=S(=O)(c1ccccc1)c1nnn2c1nc(NCc1ccc(F)cc1)c1sccc12	/	/	/	10%	24	4%
C[C@@H]1C2CC(C/C2=N\NC(=O)c2ccncc2)C1(C)C (stereo partly specified)	57%[activator]	-2%	/	2%	0	0%
CC(NC(=O)c1ccco1)c1ccc2c(c1)OCO2 (stereo unspecified)	-13%	9%	/	0%	11	-3%
N#CC(=C(c1ccccc1)c1ccccc1)c1ccccc1	-2%	1%	/	/	-7	/
CC1CCC(NC(=O)CN(C)S(=O)(=O)c2ccc3c(c2)CCC(=O)N3)CC1 (stereo unspecified)	-1%	-6%	/	-9%	-17	0%
NC(=O)c1cccnc1OCC(F)(F)F	-12%	5%	6%	22%	7	3%
CC(=O)NCCn1c(SCc2ccc(C)cc2)nc2ccccc2c1=O	0%	-2%	0%	?	?	?
O=C(Cc1cccs1)N1CCN=C1SCc1ccccc1Cl	20%	6%	0%	-7%	-3	-1%
COc1cccc(NC(=O)c2cc(S(=O)(=O)N3CCc4ccccc43)cn2C)c1	-5%	?	4%	0%	15	-11%

7 entries picked at random from the list so far:
Molecule	AMA1-RON2 inh	HCV inh	Giardia FBPA inh	Sm TGR inh	HCMV antiviral	AmpC inh detg
O=C(Cn1c(=O)n(-c2ccccc2)c(=O)c2ccc(C(=O)NCc3ccc4c(c3)OCO4)cc21)Nc1ccc(Br)cc1F	/	/	/	9%	-4	0%
Cc1[nH]c2ccccc2c1C(=O)C(=O)NCCC1=CCCCC1	-5%	0%	-1%	-13%	?	-15%
O=S(=O)(c1ccccc1)c1nnn2c1nc(NCc1ccc(F)cc1)c1sccc12	/	/	/	10%	24	4%
O=C(Cn1c(C(=O)N2CCc3ccccc3C2)cc2sccc21)c1ccccc1	-21%	1%	-1%	0%	-12	-11%
COc1cc2nc3occc3c(OC)c2cc1OC	3%	?	0%	0%	-72*	-4%
CC(=O)NCCn1c(SCc2ccc(C)cc2)nc2ccccc2c1=O	0%	-2%	0%	?	?	?
O=C(NCCCn1ccnc1)C(=O)NCc1ccc(Cl)cc1	-17%	13%	-3%	0%	17	-7%

The list continues.
Molecule	AMA1-RON2 inh	HCV inh	Giardia FBPA inh	Sm TGR inh	HCMV antiviral	AmpC inh detg
CC(C)CC(C(=O)OCC(=O)c1c(N)n(C)c(=O)n(C)c1=O)N1C(=O)c2ccccc2C1=O (stereo unspecified)	1%[11.6 µM]	10%	-10%	-5%	20	-3%
CC12CCC(=O)N1C(C(=O)Nc1ccc(Cl)c(Cl)c1)CS2 (stereo unspecified)	-4%	?	/	1%	-20	-14%
O=C(O)C(Cc1c[nH]c2ccccc12)N1C(=O)C2C3c4ccccc4C(c4ccccc43)C2C1=O (stereo unspecified)	-2%	2%	1%	/	-13	2%
O=C(Nc1ccc(S(=O)(=O)Nc2nccs2)cc1)C1CC(=O)N(c2ccc(Cl)cc2)C1 (stereo unspecified)	-1%	14%	/	7%	-21	-4%
O=C(c1ccccc1[N+](=O)[O-])N1CCC(Cc2ccccc2)CC1	15%	-12%	14%	16%	10	17%
CCn1c(SCC(=O)N/N=C(\C)c2ccncc2)nnc1-c1ccc(C)cc1	15%	-28%	0%	0%	-26	-12%
CC1CCCC(C)N1C(=O)CN1C(=O)C(C)(C)Oc2ccc(C(=O)NC3CCCCC3)cc21 (stereo unspecified)	-5%	5%	12%	6%	19	4%
CC(=O)c1ccc(OCc2cc(C(=O)NC3CCCCC3)no2)cc1	0%	16%	/	7%	12	0%
CCC(=O)N(CCCN(C)C)c1nc(-c2cc(OC)ccc2OC)cs1	-6%	5.6µM*	-8%	5%	-8	6%
CC(Cc1ccccc1)(NC(=O)CN)c1ccccc1 (stereo unspecified)	/	/	0%	3%	/	-15%
Cc1occc(=O)c1OCc1ccc(Cl)cc1Cl	2%	-2%	-10%	-13%	-4	0%
N/C(=N\O)c1cn(Cc2ccccc2Cl)c2ccccc12	-6%	-19%	21%	-6%	-71*	?
COc1cc(/C=C/C(=O)OC2CC3CCC2(C)C3(C)C)ccc1O (stereo unspecified)	3%	?	-11%	-23%	-103*	0%
O=C(Nc1ccccc1)c1ccc(NCC2CCCO2)c([N+](=O)[O-])c1 (stereo unspecified)	3%	3%	2%	-7%	36	-5%
COC(=O)c1cc(NC(=O)c2sc3ncn(Cc4cccc(F)c4)c(=O)c3c2C)cc(C(=O)OC)c1	/	/	/	15%	8	8%
CC1CCCC(C)N1C(=O)c1cc(-c2ccco2)on1 (stereo unspecified)	3%	4%	-4%	-34%	-5	-5%
COC(=O)C(C)n1cnc2c(nnn2-c2ccc(F)cc2)c1=O (stereo unspecified)	12%	8%	8%	6%	20	-13%
COc1ccc(N2CCOCC2)c(NC(=O)COc2cccc(C)c2)c1	-4%	/	2%	1%	3	-1%
COc1ccccc1N(CC(=O)NCCSCc1ccco1)S(=O)(=O)c1ccccc1	-22%	1%	8%	50µM*	-28	?
Cc1ccc(CNC(=O)c2nnn(Cc3ccc(F)cc3)c2N)cc1	/	/	/	1%	20	22%
CC(C)C(NS(=O)(=O)c1ccc2c3c(cccc13)C(=O)N2)C(=O)O (stereo unspecified)	3%	8%	-14%	-33%	-2	-14%
NS(=O)(=O)c1cccc(NC(=O)CN2C(=O)C(=O)N(Cc3ccccc3)C2=O)c1	12%	-6%	/	/	0	/
CCC1CCCCN1CCCNC(=O)CN1C(=O)COc2ccccc21 (stereo unspecified)	-8%	1%	8%	-6%	-1	-15%
COC(=O)CCCC1=CC2=C(c3ccccc3)C(=O)C(C)(OC(=O)C3CCCC3)C(=O)C2=CN1CC(C)C (stereo unspecified)	4%	0%	?	-3%	6	2%
O=C(NCC(c1ccco1)S(=O)(=O)c1cccs1)c1c(F)cccc1F (stereo unspecified)	/	/	/	0.71µM*	5	0%
COc1ccc(Oc2ccc(/C=C/C(=O)c3cccc(OC)c3)cc2[N+](=O)[O-])cc1	-14%	?	9%	-11%	?	-14%
O=C(COC(=O)c1ccccc1O)Nc1ncc(Cl)cc1Cl	-13%	3%	-15%	-26%	41	-6%
COc1ccc(F)cc1COc1nc(C)nc2ccccc12	-18%	-1%	7%	4%	?	2%
CCNc1c(NS(=O)(=O)c2ccc(Br)s2)c(=O)oc2ccccc12	5%	5%	6%	-6%	-13	-8%
COc1cccc(C(C)NC(=S)NCc2ccc(Cl)cc2)c1 (stereo unspecified)	8%	22%	-1%	9%	-30	-4%
COc1cc(/C=N/O)cc(Br)c1OCc1ccc(Cl)cc1	7%	?	-26%	-1%	?	-2%
Cc1ccc(NC(=O)Cn2nc(C)c3ccccc3c2=O)cc1	0%	21%	1%	0%	2	?
CCOCC(=O)Nc1ccc(S(=O)(=O)N2CCOCC2)cc1	13%	?	5%	-1%	61	-1%
COc1ccc(Cl)cc1NS(=O)(=O)c1cn(C)nc1C	10%	11%	/	-1%	-10	5%
CC(C)Oc1ccc(CN2CCC(n3nccc3NC(=O)C3CC3)CC2)cc1	5%	8%	/	40%[activator]	-70*	1%
COc1cccc(NC(=O)Cc2nnc(SCC(=O)NC3CCCCC3)n2C)c1	0%	6%	5%	0%	-1	-10%
O=C(Nc1ccncc1)c1cccc(S(=O)(=O)N2CCOCC2)c1	0%	-24%	/	2%	-20	-13%
CCn1c(/C=C/c2ccccc2C)nc2ccccc2c1=O	0%	-20%	0%	4%	-24	1%
COc1cccc(CNS(=O)(=O)c2ccc3c(c2)CC(C)N3C(C)=O)c1 (stereo unspecified)	9%	-8%	-1%	-11%	-4	-11%
COCCNC(=O)c1c(N)n(/N=C/c2cccs2)c2nc3ccccc3nc12	14%	?	4%	-11%	-32	0%
COc1ccc(Cl)cc1N1Cc2ccccc2C1	6%	-2%	-15%	45µM*	-1	-14%
Cc1ccc(NC(=O)CSc2ncc3c(n2)-c2ccc(Cl)cc2N(C)S3(=O)=O)cc1F	/	/	/	1%	-16	-4%
CC(=O)Nc1cc(=O)c2cccnc2[nH]1	14µM*	9%	/	/	0	/
O=C1CN(C(=O)c2ccccc2)c2ccccc2N1	30%[activator]	-19%	1%	0%	41	?

Source: PubChem BioAssay
